Bioassay records deposited in PubChem BioAssay by several laboratories.
Wee1 stabilizer: inhibitors of human Wee1 degradation. P30291. HeLa Luc-Wee1K328M stability, luciferase luminescence; 100% = proteasome inhibitor MG132 effect. reporter increase, % at 5 µM. hit rate 1.2% among 220,000;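 active = activation above the mean of all tested compounds plus 3 SD, set per screening run, cut at about 8.8% in these data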;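 note: cells exposed to compound for 20 h before luminescence read; 0% = DMSO alone and 100% = MG132 at 30 µM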
Target sequence (P30291 whole entry K328M): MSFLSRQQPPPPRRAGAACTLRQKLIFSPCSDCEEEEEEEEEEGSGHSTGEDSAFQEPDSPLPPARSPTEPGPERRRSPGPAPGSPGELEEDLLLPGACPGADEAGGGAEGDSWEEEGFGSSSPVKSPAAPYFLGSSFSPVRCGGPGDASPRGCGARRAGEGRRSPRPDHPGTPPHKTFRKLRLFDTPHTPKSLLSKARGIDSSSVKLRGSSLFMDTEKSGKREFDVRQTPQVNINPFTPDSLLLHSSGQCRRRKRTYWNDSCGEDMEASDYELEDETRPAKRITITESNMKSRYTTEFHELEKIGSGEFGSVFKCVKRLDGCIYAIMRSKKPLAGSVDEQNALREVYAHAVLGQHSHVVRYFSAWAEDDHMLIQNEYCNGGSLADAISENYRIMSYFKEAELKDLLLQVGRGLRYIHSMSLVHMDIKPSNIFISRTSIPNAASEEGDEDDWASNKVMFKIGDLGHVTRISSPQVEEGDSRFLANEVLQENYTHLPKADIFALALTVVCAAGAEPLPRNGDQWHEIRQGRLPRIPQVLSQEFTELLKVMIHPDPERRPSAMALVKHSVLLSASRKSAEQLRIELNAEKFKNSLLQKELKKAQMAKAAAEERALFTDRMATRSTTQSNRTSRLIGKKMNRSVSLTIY
eIF4E-4G inh: inhibitors of eIF4E and eIF4G interaction in translation initiation. inhibition, % at 21.7 µM. hit rate 0.37% among 220,000. P63073+Q04637. TR-FRET eIF4E-eIF4GI(517-606) binding, 2 h;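 active = inhibition above about 30%, limit read from the data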;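 note: 0% = full FRET control wells and 100% = background wells lacking eIF4GI fragment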
Mdm2 ligase inh: blocks human Mdm2 ubiquitin ligase activity. Q00987. cell-based MDM2 ubiquitination luciferase reporter, 2 h; 0 = plate control, 100 = twice control, blank-subtracted. hit rate 0.11% among 210,000. signal enhancement, % at 5 µM;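 active = signal enhancement of 30% or more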;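 note: luminescence tracks abundance of the self-degrading MDM2-luciferase fusion protein; higher signal means inhibition of MDM2 E3 ligase activity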
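Assay system: stable mammalian line carrying autodegrading MDM2–luciferase fusion reporter; amount: 2000 cells seeded into each well; buffer or medium: DMEM; benchmarks: plate control and blank wells; signal: luciferase luminescence; timing: 2 h compound exposure at 37 °C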
BaF3 tox: parental Ba/F3 viability inhibition as JAK2V617F counter-screen; hit rate 1.1% among 220,000; inhibition, % at 5.6 µM; CellTiter-Glo ATP luminescence;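 active = inhibition above a per-campaign cutoff, the mean inhibition of all tested compounds plus 3 SD, cut at about 27% in these data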;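 note: 0% = DMSO wells and 100% = JAK Inhibitor I control wells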
S1P4 agonist: human S1P4 receptor agonism; O95977; S1P4-expressing cell line, agonist reporter assay; activation, % at 4.98 µM; hit rate 0.35% among 220,000; AID 1509; in the data active = activation above about 11%;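 note: 0% = DMSO vehicle and 100% = reference agonist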
S1P4 antag: blocks the human S1P4 receptor | S1P4-expressing cells, antagonist mode, reporter read-out | inhibition, % at 4.98 µM | AID 1510 | O95977 | hit rate 0.26% among 220,000; in the data active = inhibition above about 29%;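 note: 0% = wells stimulated with agonist and 100% = vehicle wells without agonist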
NPY-Y2 PAM-ag: potentiators or agonists of human neuropeptide Y receptor Y2 | activation, % at 3.6 µM | hit rate 0.45% among 220,000 | cells expressing NPY-Y2, potentiator/agonist read-out | P49146; in the data active = activation above about 27%;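 note: cells stimulated with NPY near EC25 plus isoproterenol at EC100; 0% = vehicle plus submaximal agonist and 100% = vehicle plus saturating agonist; some results beyond the cut were filed as inactive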
Target sequence (P49146 whole entry, looked up): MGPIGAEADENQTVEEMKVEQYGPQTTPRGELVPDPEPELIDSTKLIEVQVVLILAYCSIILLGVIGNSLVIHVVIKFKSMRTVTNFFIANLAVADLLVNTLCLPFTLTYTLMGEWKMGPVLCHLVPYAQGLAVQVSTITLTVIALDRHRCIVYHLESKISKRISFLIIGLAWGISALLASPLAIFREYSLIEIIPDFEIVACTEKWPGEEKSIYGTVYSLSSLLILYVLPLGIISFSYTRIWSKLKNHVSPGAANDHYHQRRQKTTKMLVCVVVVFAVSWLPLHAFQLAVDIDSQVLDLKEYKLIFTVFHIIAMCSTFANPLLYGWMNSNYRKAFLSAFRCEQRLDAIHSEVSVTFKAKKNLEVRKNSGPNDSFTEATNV
PERK inh: human PERK inhibition, primary cell-based screen | inhibition, % at 5.6 µM | Q9NZJ5 | hit rate 0.17% among 220,000 | CHO PERK-DD fusion, SEAP luminescence translation reporter;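 active = inhibition above the mean inhibition of all tested compounds plus 3 SD, set separately per screening campaign, cut at about 2.9% in these data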;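 note: PERK kinase domain activated by AP20187 dimerizer at 100 nM; 0% = DMSO with dimerizer and 100% = rapamycin at 8.4 µM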
Ba/F3 V617F tox: reduce viability of Ba/F3 cells dependent on JAK2V617F; Ba/F3 EpoR-JAK2V617F viability, ATP luminescence; inhibition, % at 5.6 µM; hit rate 1.1% among 220,000; AID 1446;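 active = inhibition above the campaign mean plus 3 SD over all tested compounds, cut at about 24% in these data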;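 note: cytokine-independent growth of Ba/F3 cells driven by EpoR plus mutant JAK2; 0% = DMSO-treated cells and 100% = JAK inhibitor I control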
An asterisk follows results filed as active; [ ] = dose if it differs, or a comment.

For O=C(CN1C(=O)NC2(CCOc3ccccc32)C1=O)Nc1ccc(F)c(F)c1F (stereo not drawn) the results were Wee1 stabilizer 3, eIF4E-4G inh 3, Mdm2 ligase inh -28, BaF3 tox 1, S1P4 agonist -3.9, S1P4 antag 21, NPY-Y2 PAM-ag 8, PERK inh 0.9 and Ba/F3 V617F tox -5.
Screening Cc1csc(NC(=O)c2cc([N+](=O)[O-])cc([N+](=O)[O-])c2)n1 returned Wee1 stabilizer 0, eIF4E-4G inh 5, Mdm2 ligase inh -1, BaF3 tox 0, S1P4 agonist 1.8, S1P4 antag -12, NPY-Y2 PAM-ag 0, PERK inh 0.5 and Ba/F3 V617F tox -3.
`CCCCN(CC)C(=O)c1ccc(-c2ccccc2)cc1` gave Wee1 stabilizer 2, eIF4E-4G inh -2, Mdm2 ligase inh -5, BaF3 tox 3, S1P4 agonist 0.4, S1P4 antag -2, NPY-Y2 PAM-ag -14, PERK inh -1.1 and Ba/F3 V617F tox 2.
Screening C/C=C(\C)C(=O)NCCN1C2=NC[C@H](Cc3ccccc3)N2C[C@H]1Cc1ccc(O)cc1 returned Wee1 stabilizer 0, eIF4E-4G inh 0, BaF3 tox -7, S1P4 agonist 0.8, S1P4 antag 9, NPY-Y2 PAM-ag -1, PERK inh 1.0 and Ba/F3 V617F tox 4.
`O=C(O)c1ccccc1C(=O)c1ccc(N2CCCC2)c([N+](=O)[O-])c1` gave Wee1 stabilizer -1, eIF4E-4G inh -2, Mdm2 ligase inh 8, BaF3 tox 7, S1P4 agonist 1.9, S1P4 antag -4, NPY-Y2 PAM-ag 1, PERK inh -0.1 and Ba/F3 V617F tox 2.
For CC(=O)N1CCN(c2ccc(S(=O)(=O)NCCN(C(C)C)C(C)C)cc2[N+](=O)[O-])CC1 the results were Wee1 stabilizer 1, eIF4E-4G inh -3, Mdm2 ligase inh -12, BaF3 tox 2, S1P4 agonist 0.7, S1P4 antag 21, NPY-Y2 PAM-ag 4, PERK inh 0.5 and Ba/F3 V617F tox -1.
O=S(=O)(c1cnc[nH]1)N1CCN(c2ccccc2)CC1 was read as Wee1 stabilizer 0, eIF4E-4G inh -1[fluorescence artefact?], Mdm2 ligase inh -6, BaF3 tox 9, S1P4 agonist -1.0, S1P4 antag -24, NPY-Y2 PAM-ag -5, PERK inh 1.2 and Ba/F3 V617F tox -2.
For Oc1ccc(-c2nccc(-c3ccc(Cl)cc3)n2)cc1 the results were Wee1 stabilizer 7, eIF4E-4G inh -4, Mdm2 ligase inh -19, BaF3 tox 6, S1P4 agonist 1.6, S1P4 antag -8, NPY-Y2 PAM-ag 5, PERK inh -0.3 and Ba/F3 V617F tox 2.
Screening Cc1ccc(CS(=O)(=O)CCC(=O)NCC2CCCO2)cc1 (stereo not drawn) returned Wee1 stabilizer 5, eIF4E-4G inh 15, Mdm2 ligase inh -6, BaF3 tox 5, S1P4 agonist -2.1, S1P4 antag -4, NPY-Y2 PAM-ag -1, PERK inh 0.7 and Ba/F3 V617F tox 2.
Cc1ccc(NC(=O)C2CC(=O)n3ncnc3N2)cc1C (stereo not drawn) was read as Wee1 stabilizer -1, eIF4E-4G inh -5, Mdm2 ligase inh 2, BaF3 tox 3, S1P4 agonist 0.3, S1P4 antag -18, NPY-Y2 PAM-ag 2, PERK inh 0.5 and Ba/F3 V617F tox 2.
For O=C(NCc1cn2ccccc2n1)c1ccccc1 the results were Wee1 stabilizer -3, eIF4E-4G inh -6, Mdm2 ligase inh 1, BaF3 tox 2, S1P4 agonist 0.5, S1P4 antag -22, NPY-Y2 PAM-ag 1, PERK inh 0.9 and Ba/F3 V617F tox -4.
Screening O=C(Nc1ccc(Br)cc1Cl)NC1CC1 returned Wee1 stabilizer -3, eIF4E-4G inh -1, Mdm2 ligase inh -25, BaF3 tox 7, S1P4 agonist 1.8, S1P4 antag -13, NPY-Y2 PAM-ag -3, PERK inh 1.0 and Ba/F3 V617F tox 1.
For COc1cc2cc(CN(Cc3cccnc3)C(=O)NCc3ccccc3)c(=O)[nH]c2cc1OC the results were Wee1 stabilizer 4, eIF4E-4G inh 2, Mdm2 ligase inh -8, BaF3 tox 9, S1P4 agonist 1.9, S1P4 antag 7, NPY-Y2 PAM-ag 12, PERK inh 0.7 and Ba/F3 V617F tox 2.
Screening COc1ccc(N(CC(=O)Nc2cc(Cl)ccc2OC)S(=O)(=O)c2c(C)noc2C)cc1 returned Wee1 stabilizer 4, eIF4E-4G inh 1, Mdm2 ligase inh -18, BaF3 tox 54*, S1P4 agonist 0.2, S1P4 antag 0, NPY-Y2 PAM-ag 11, PERK inh -0.9 and Ba/F3 V617F tox 8.
COc1ccc(NC(=S)c2ccc(N(C)C)cc2)cc1 was read as Wee1 stabilizer 13*, eIF4E-4G inh 2, BaF3 tox 7, S1P4 agonist 0.3, S1P4 antag -16, NPY-Y2 PAM-ag 5, PERK inh -1.2 and Ba/F3 V617F tox 0.
Screening COC(=O)CN(n1cnnc1)S(=O)(=O)c1ccccc1 returned Wee1 stabilizer -1, eIF4E-4G inh -4[fluorescence artefact?], Mdm2 ligase inh -12, BaF3 tox 0, S1P4 agonist 1.3, S1P4 antag -26, NPY-Y2 PAM-ag 3, PERK inh 0.3 and Ba/F3 V617F tox -1.
Screening CCc1ccc(OCC(=O)NC(C)(C)C)cc1 returned Wee1 stabilizer -3, eIF4E-4G inh -1, Mdm2 ligase inh -3, BaF3 tox 6, S1P4 agonist 1.8, S1P4 antag -16, NPY-Y2 PAM-ag -3, PERK inh 0.1 and Ba/F3 V617F tox 0.
Screening NCCCCCC(=O)N/N=C/c1ccc2nccnc2c1 returned Wee1 stabilizer -2, eIF4E-4G inh 0, Mdm2 ligase inh -12, BaF3 tox 1, S1P4 agonist 0.5, S1P4 antag -3, NPY-Y2 PAM-ag -2, PERK inh 0.1 and Ba/F3 V617F tox -1.
`CC1(C)CC(=O)C2=C(C1)OC(N)=C(C#N)C2c1cc2c(cc1[N+](=O)[O-])OCO2` (stereo not drawn) gave Wee1 stabilizer 11*, eIF4E-4G inh 1, Mdm2 ligase inh -6, BaF3 tox -1, S1P4 agonist 0.3, S1P4 antag 1, NPY-Y2 PAM-ag 5, PERK inh 1.2 and Ba/F3 V617F tox -5.
For O=C(NC1CCCCC1)C1CCN(S(=O)(=O)N2CCCCCC2)CC1 the results were Wee1 stabilizer 4, eIF4E-4G inh -4[fluorescence artefact?], Mdm2 ligase inh -5, BaF3 tox 2, S1P4 agonist 2.5, S1P4 antag 8, NPY-Y2 PAM-ag -1, PERK inh 0.5 and Ba/F3 V617F tox -3.
`c1ccc(-n2ncc3c(N4CCN(c5ccccn5)CC4)nc(N4CCCCCC4)nc32)cc1` gave Wee1 stabilizer -1, eIF4E-4G inh -9, Mdm2 ligase inh -11, BaF3 tox 0, S1P4 agonist 1.4, S1P4 antag -15, NPY-Y2 PAM-ag 7, PERK inh 0.4 and Ba/F3 V617F tox 1.
For CCOC(=O)c1c(C)[nH]c(C(=O)OCC(=O)N(C)C2CCS(=O)(=O)C2)c1C (stereo not drawn) the results were Wee1 stabilizer -1, eIF4E-4G inh 8, Mdm2 ligase inh -4, BaF3 tox 0, S1P4 agonist -0.7, S1P4 antag 6, NPY-Y2 PAM-ag 10, PERK inh 1.1 and Ba/F3 V617F tox -5.
For CCNC(=S)N/N=C/c1cc(C)ccc1C the results were Wee1 stabilizer -1, eIF4E-4G inh -4, Mdm2 ligase inh -10, BaF3 tox 6, S1P4 agonist 2.9, S1P4 antag 3, NPY-Y2 PAM-ag -3, PERK inh 1.1 and Ba/F3 V617F tox 2.
O=C(N/N=C/c1cc(Cl)ccc1O)c1ccc(Br)cc1 was read as Wee1 stabilizer -1, eIF4E-4G inh 19, Mdm2 ligase inh 6, BaF3 tox 7, S1P4 agonist -0.1, S1P4 antag -15, NPY-Y2 PAM-ag 9, PERK inh 0.1 and Ba/F3 V617F tox 2.
COC(=O)C(NC(C)=O)(Nc1cccc(C)n1)C(F)(F)F (stereo not drawn) was read as Wee1 stabilizer 3, eIF4E-4G inh -1, Mdm2 ligase inh -16, BaF3 tox 0, S1P4 agonist 1.9, S1P4 antag 4, NPY-Y2 PAM-ag -7, PERK inh 1.3 and Ba/F3 V617F tox -1.
CC1CCN(c2ccc(/C=N\Nc3nncn3N)cc2[N+](=O)[O-])CC1 was read as Wee1 stabilizer -3, eIF4E-4G inh 0, Mdm2 ligase inh -18, BaF3 tox -2, S1P4 agonist 1.0, S1P4 antag -13, NPY-Y2 PAM-ag 2, PERK inh 0.7 and Ba/F3 V617F tox -1.
Screening COc1cc(NC(=O)CCc2nc(-c3cccs3)no2)cc(OC)c1OC returned Wee1 stabilizer -2, eIF4E-4G inh 3[fluorescence artefact?], Mdm2 ligase inh -18, BaF3 tox 9, S1P4 agonist -2.1, S1P4 antag -25, NPY-Y2 PAM-ag -29, PERK inh -0.8 and Ba/F3 V617F tox 6.
Screening COc1ccccc1Oc1ccc(S(=O)(=O)Nc2cccnc2)cc1 returned Wee1 stabilizer 3, eIF4E-4G inh -4, Mdm2 ligase inh -21, BaF3 tox 6, S1P4 agonist -1.1, S1P4 antag -2, NPY-Y2 PAM-ag 21, PERK inh 1.1 and Ba/F3 V617F tox -2.
`N#C/C(=C/c1cccs1)c1nc2ccccc2[nH]1` gave Wee1 stabilizer 7, eIF4E-4G inh -6, Mdm2 ligase inh -6, BaF3 tox 9, S1P4 agonist 1.9, S1P4 antag -12, NPY-Y2 PAM-ag -12, PERK inh -0.8 and Ba/F3 V617F tox 1.
`O=C(Oc1ccc(C(=S)N2CCOCC2)cc1)c1ccccc1` gave Wee1 stabilizer -1, eIF4E-4G inh 2, Mdm2 ligase inh -10, BaF3 tox 8, S1P4 agonist 0.5, S1P4 antag 2, NPY-Y2 PAM-ag -16, PERK inh 0.1 and Ba/F3 V617F tox -2.
`c1ccc(CCSc2ncnc3nc[nH]c23)cc1` gave Wee1 stabilizer 5, eIF4E-4G inh 6[fluorescence artefact?], Mdm2 ligase inh 5, BaF3 tox 4, S1P4 agonist 2.5, S1P4 antag -17, NPY-Y2 PAM-ag 1, PERK inh 0.3 and Ba/F3 V617F tox -1.
For CCCCC12CN3CCN(CC(C3)/C1=N\NC(=O)Nc1ccccc1)C2 the results were Wee1 stabilizer -3, eIF4E-4G inh 3, Mdm2 ligase inh -5, BaF3 tox 5, S1P4 agonist -0.5, S1P4 antag 2, NPY-Y2 PAM-ag -3, PERK inh 0.3 and Ba/F3 V617F tox -3.
CC1CCc2sc(C(=O)OCC(=O)NCc3ccccc3)cc2C1 (stereo not drawn) was read as Wee1 stabilizer 0, eIF4E-4G inh 1[fluorescence artefact?], Mdm2 ligase inh -8, BaF3 tox 2, S1P4 agonist -1.1, S1P4 antag -12, NPY-Y2 PAM-ag 17, PERK inh 1.1 and Ba/F3 V617F tox -4.
CCN(CC)C(=O)N1CCN(C)CC1 was read as Wee1 stabilizer -1, eIF4E-4G inh 2, BaF3 tox 4, S1P4 agonist 0.7, S1P4 antag 5, NPY-Y2 PAM-ag -6, PERK inh 2.0 and Ba/F3 V617F tox -5.
For COC(=O)COc1ccc(S(=O)(=O)N2CCN(c3ccc(OC)cc3)CC2)cc1 the results were Wee1 stabilizer 0, eIF4E-4G inh 5, Mdm2 ligase inh -26, BaF3 tox 2, S1P4 agonist -1.9, S1P4 antag -13, NPY-Y2 PAM-ag 12, PERK inh 0.2 and Ba/F3 V617F tox 1.
